Bioassay records: PubChem BioAssay, National Center for Advancing Translational Sciences (NCATS)
D2 PAM – positive allosteric modulators of human D2 dopamine receptor. P14416. HEK293 T-REx D2, calcium flux, EC20 dopamine potentiation. potentiation, % at 10 µM. 0.34% of 340,000 active. AID 485347;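 active = potentiation over 3 SD above the plate norm, cut at about 30% in these data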; also: 0% is about no effect
Target sequence (P14416 whole entry, looked up): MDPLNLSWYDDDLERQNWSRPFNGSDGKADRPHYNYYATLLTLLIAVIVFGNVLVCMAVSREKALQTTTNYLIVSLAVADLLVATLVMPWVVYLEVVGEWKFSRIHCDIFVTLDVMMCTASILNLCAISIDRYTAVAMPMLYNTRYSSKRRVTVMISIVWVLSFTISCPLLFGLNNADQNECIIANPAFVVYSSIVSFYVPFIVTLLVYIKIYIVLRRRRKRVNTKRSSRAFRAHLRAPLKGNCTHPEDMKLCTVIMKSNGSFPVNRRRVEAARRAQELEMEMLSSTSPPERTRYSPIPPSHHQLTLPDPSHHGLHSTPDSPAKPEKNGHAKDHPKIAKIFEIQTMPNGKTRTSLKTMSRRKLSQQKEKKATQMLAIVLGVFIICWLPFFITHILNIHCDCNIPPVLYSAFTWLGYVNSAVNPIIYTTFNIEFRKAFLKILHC
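Potentiation of an EC20 dopamine calcium response measured kinetically over 180 s, after a preceding 180 s compound-only read flagging agonists. Cells: inducible Hek293 Trex D2 line, 4000/well, cultured overnight at 30 C before dye loading.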
D1 antagonist – blocks dopamine activation of the human D1 receptor. P21728. HEK293 TREx D1 cells, calcium flux, dopamine EC80; hits give low values. activity change, negative = inhibition, % at 10 µM. 3.2% of 360,000 active. AID 504652; in the data active = activity change below about -30%; also: % is scaled to controls: 0 for no effect and ±100 for the full control effect
Target sequence (P21728 whole entry, looked up): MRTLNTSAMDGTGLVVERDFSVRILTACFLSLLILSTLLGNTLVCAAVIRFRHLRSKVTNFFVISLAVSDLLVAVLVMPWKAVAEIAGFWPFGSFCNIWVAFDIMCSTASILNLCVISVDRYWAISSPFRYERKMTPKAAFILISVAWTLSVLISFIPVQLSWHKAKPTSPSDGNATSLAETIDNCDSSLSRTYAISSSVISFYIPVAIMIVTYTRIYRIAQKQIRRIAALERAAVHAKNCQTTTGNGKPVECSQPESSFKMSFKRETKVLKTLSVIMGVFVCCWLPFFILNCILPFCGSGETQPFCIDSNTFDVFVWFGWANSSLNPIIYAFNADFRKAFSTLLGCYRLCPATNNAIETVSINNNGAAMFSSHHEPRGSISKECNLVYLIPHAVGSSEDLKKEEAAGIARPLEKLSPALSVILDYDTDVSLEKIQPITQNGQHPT
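Cells carrying a force-coupled, tetracycline-inducible human D1 receptor report calcium flux. Each well gets a 10 s baseline, compound with 180 s monitoring, then an EC80 dopamine stimulus with a second 180 s kinetic read.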
D2 ag – D2 dopamine receptor (human) agonism; activation, % at 2 µM; HEK293 T-REx D2 cells, calcium flux agonist mode; P14416; 0.53% of 340,000 active;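 active = activation over 3 SD above normal in the single-dose calcium agonist read, cut at about 30% in these data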; also: 0% is about no effect
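Agonism is scored from calcium flux in a force-coupled, inducible HEK293 cell line expressing D2, read kinetically for 180 s after compound addition against dopamine controls.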
D2 antagonist – antagonists of human D2 dopamine receptor; HEK293 TREx D2 cells, calcium flux, dopamine EC80; AID 485344; 2% of 340,000 active; P14416; inhibition, % at 10 µM; in the data active = inhibition above about 30%; also: 0% is about no effect
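In this primary screen, negative modulation is detected by tracking calcium flux after an EC80 dopamine challenge in inducible HEK293 T-REx D2 cells preexposed to test compound for 180 s.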
TRHR enhancer – TRH receptor (human) allosteric enhancement. P34981. TRHR cells, fluo-8 calcium fluorescence, EC20 TRH enhancement. enhancement, % at 2 µM. 0.66% of 360,000 active. AID 493056; in the data active = enhancement above about 30%; also: 0% is about no effect
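Enhancer read-out: after compound pinning and an initial kinetic agonist-mode read, an EC20 of TRH (10 nM final) was injected and fluo-8 calcium signal (Ex 480/Em 530) followed at 1 s/cycle for 100 cycles in TRHR-expressing cells.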
RXFP1 antagonist – RXFP1 (human) relaxin receptor antagonism; Q9HBX9; activity change, negative = inhibition, % at 57.5 µM; 0.59% of 350,000 active; AID 1259400; HEK293-RXFP1, relaxin-stimulated cAMP HTRF, 30 min; hits give low values;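 active = activity change of -60% or lower, but not beyond a set lower limit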; also: % is scaled to controls: 0 for no effect and ±100 for the full control effect
TRHR ag – agonists of human TRH receptor | P34981 | TRHR cells, calcium flux fluo-8, FDSS agonist mode | activation, % at 2 µM | 0.18% of 360,000 active; also: 0% is about no effect
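TRHR-expressing cells, plated overnight in medium with 10% serum, were loaded with fluo-8 calcium dye at room temperature. After a 10 s baseline, library compound was pin-added and calcium release was recorded kinetically (ex 480/em 530) as agonist response.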
D1 ag – activates the human D1 dopamine receptor; 1% of 360,000 active; activation, % at 2 µM; P21728; HEK293 T-REx D1 cells, calcium flux, agonist mode; also: 0% is about no effect
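Inducible HEK293 T-REx D1 cells, force-coupled to calcium signalling, were plated at 4000 cells/well with tetracycline and held overnight at 30 C. After no-wash calcium dye loading, compound-evoked calcium rise over 180 s flagged agonists.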
D1 potentiator – human D1 dopamine receptor positive modulation; 0.036% of 360,000 active; HEK293 TREx D1 cells, calcium flux, dopamine EC20 potentiation; potentiation, % at 10 µM; AID 504651; in the data active = potentiation above about 30%; also: 0% is about no effect
The depositor's hits bear a star; x = not tested or not shown. Rule as the data show it, unless noted: active = activation above about 30%; inactive = the rest.

SMILES	D2 PAM	D1 antagonist	D2 ag	D2 antagonist	TRHR enhancer	RXFP1 antagonist	TRHR ag	D1 ag	D1 potentiator
O=C(NC1CCCC1)C(c1ccncc1)N(C(=O)c1csnn1)C1CCCC1 (stereo not drawn)	2	0	0.4	3	-7	-2	0.9	1	-1
COc1ccc(NC(=S)NNC(=O)C2CC2c2ccc(C)cc2)cc1 (stereo not drawn)	4	0	-4.0	-11	6	-9	0.0	0	-1
O=C(OCc1cc(=O)n2nc(C3CC3)sc2n1)c1ccc(NC(=O)c2ccccc2Cl)cc1	0	-28	6.7	x	-8	-11	1.5	8	0
CCN(CC)CCCNS(=O)(=O)c1ccc(OC)cc1	-1	15	0.4	-20	5	2	-0.1	0	-1
CC(=O)N1Cc2ccccc2C(C)CC12CCCC2 (stereo not drawn)	-3	-4	-0.6	31*	-2	5	-0.6	-1	5
COc1ccc(S(=O)(=O)N(C)CC(=O)O)c2ccccc12	x	6	x	x	11	3	-0.1	-1	-4
CN1CCN(C(=O)C23CC4CC(CC(C4)C2)C3)CC1	-5	-11	-0.6	-3	-2	-13	0.0	0	0
CC(C)(C)C1CCC(=NNc2nc3ccccc3[nH]2)CC1 (stereo not drawn)	-1	7	-0.4	-21	-5	-5	0.7	-3	7
C[C@@]12C(=O)N(c3cccc(Br)c3)C(=O)N1[C@H](c1ccc(Cl)cc1)[C@@H]1C(=O)N(C3CCCCC3)C(=O)[C@@H]12	5	11	0.3	-4	-2	x	0.9	4	6
N#CC(c1ccc(O)cc1)N1CCCCC1 (stereo not drawn)	-4	-12	-0.8	10	-6	-6	0.3	0	-5
CC(C)c1ccc(NC2CCCN(C(=O)c3cnsn3)C2)cc1 (stereo not drawn)	2	2	x	x	-1	-16	-0.1	1	-9
CCOc1ccc(OC(=O)c2sc3ncn(Cc4cccc(F)c4)c(=O)c3c2C)cc1	-2	-24	-0.4	x	-13	-7	0.2	7	-6
CC(=O)Nc1nnc2n1CCS2	0	21	0.5	x	0	x	0.6	1	-3
O=C(COc1ccc([N+](=O)[O-])cc1)Nc1ccc2c(c1)CCC2	-1	0	-0.6	-14	8	1	-0.5	14	-6
O=[N+]([O-])c1ccc(/C=N/NC(=S)Nc2ccccc2F)o1	4	-53*	-0.2	6	-1	-3	0.3	3	-4
CCC(OC(=O)C1=Cc2ccccc2OC1)C(=O)NCc1ccco1 (stereo not drawn)	-1	-7	-0.4	12	-2	-5	-2.8	2	-8
CCOC(=O)NNC(=O)c1ccc(Cl)cc1	1	-8	0.2	-8	2	2	1.9	4	-1
CCC(/C=N/Nc1ccc(S(=O)(=O)N2CCCC2)cc1[N+](=O)[O-])CC	7	12	-0.4	6	-3	3	0.2	1	0
COc1ccc(/C=N/OCc2ccc(Br)cc2)c(OC)c1	-1	9	0.9	9	-7	7	1.0	6	1
O=[N+]([O-])c1ccc2nc(NS(=O)(=O)c3ccc(Cl)cc3)sc2c1	x	-3	-3.1	-19	4	-11	-1.1	6	-5
CN1C(=O)NC(c2ccccc2)C2=C1CN(c1ccc3ccccc3c1)C2=O (stereo not drawn)	7	-3	0.3	-1	2	-7	-0.2	2	-7
CN(Cc1cccnc1)Cc1cn(C)nc1-c1ccc(Oc2ccccc2)cc1	x	-1	x	x	-2	11	0.3	0	-2
COc1cc(S(=O)(=O)NCc2cccnc2)c(OC)cc1Br	3	-1	0.1	5	6	0	0.5	1	0
CN(C)CCCNCCCNC(=O)/C(=N\O)c1ccccc1	x	-2	x	x	-3	6	0.0	2	-4
CC(NC(=O)C12CC3CC(CC(C3)C1)C2)c1ccc2c(c1)OCCO2 (stereo not drawn)	10	3	0.2	1	4	-13	-0.2	1	4

Next part:
SMILES	D2 PAM	D1 antagonist	D2 ag	D2 antagonist	TRHR enhancer	RXFP1 antagonist	TRHR ag	D1 ag	D1 potentiator
CCOc1ccc(N(CC(=O)N/N=C/c2cc([N+](=O)[O-])ccc2Cl)S(C)(=O)=O)cc1	12	6	x	x	0	-3	-0.6	0	-2
CCOc1cccc2cc(-c3cn4c(n3)sc3ccccc34)c(=O)oc12	0	-3	-0.7	x	1	7	0.4	0	2
Nc1cccc(-c2csc(-n3ncc(C(=O)O)c3C(F)(F)F)n2)c1	8	8	-3.0	5	0	-1	0.3	2	-3
Cc1ccccc1CN1C(=O)c2ccccc2S(=O)c2ccc(C(=O)NCCCN3CCOCC3)cc21 (stereo not drawn)	0	-2	-0.7	-2	5	-6	-0.3	6	-3
Cc1c(C)n(Cc2ccccc2)c2ncnc(NCCN(C)C)c12	-21	-11	0.3	28	0	7	0.9	7	-16
C=C(C)CSc1nc2sc3c(c2c(=O)n1-c1ccccc1)CCN(C)C3	4	1	0.7	-2	-2	10	0.7	2	-3
CCCCCn1c(N2CCN(c3cccc(Cl)c3)CC2)nc2c1c(=O)[nH]c(=O)n2C	5	2	-1.2	9	-1	-20	-0.3	2	-2
O=C(Nc1cc(-c2nc3ccccc3s2)ccc1Cl)c1cc2ccccc2o1	3	15	-2.5	x	3	x	-0.5	2	0
Cc1ccccc1N/C(=C(/C(Cl)=C(Cl)Cl)[N+](=O)[O-])n1nnc2ccccc21	-1	-9	0.5	0	-3	20	-0.2	2	-6
CCn1cc(C(=O)NC2CCC(C)CC2)c(=O)c2cc(S(=O)(=O)N3CCCCC3)ccc21 (stereo not drawn)	2	0	0.6	-4	4	x	0.0	1	-4
COC(=O)c1ccccc1SC1CC(=O)N(c2cccc(C)c2)C1=O (stereo not drawn)	0	-13	-1.4	6	-13	7	-0.3	1	-5
CCOc1cc(/C=C2\SC(=O)N(CC(=O)Nc3ccccc3F)C2=O)cc([N+](=O)[O-])c1O	15	-13	0.6	9	1	-34	-0.5	4	0
COc1ccc(C2=NS(=O)(=O)N(C)C(C(=O)N3CCOCC3)=C2)cc1	-4	-4	0.2	8	17	4	0.7	0	-2
Cc1nnsc1C(=O)N1CCN(c2ccc(F)cc2)CC1	4	-10	0.0	17	-4	1	0.3	1	-17
N#C/C(=C\c1c(N2CCCCC2)nc2ccccn2c1=O)C(=O)NCc1ccco1	7	-5	0.1	-8	-1	-3	-0.4	0	1
S=C(c1ccc(N2CCOCC2)cc1)N1CCCCC1	-1	-12	0.4	-19	8	-5	1.1	0	-4
Cc1ccc(C(=O)OCC(=O)N(CC(C)C)c2c(N)n(Cc3ccccc3)c(=O)[nH]c2=O)o1	x	5	x	x	-3	4	0.5	2	-2
CCn1c(CCc2ccccc2)nnc1SCC(N)=O	13	6	0.1	-20	-2	8	0.2	3	-1
COc1cccc(CNC(=O)c2[nH]c3cc(C)ccc3c2Sc2ccccc2)c1	-13	-10	-1.1	x	2	-5	-0.8	0	3
Cc1cc(C)c(S(=O)(=O)Nc2ccc(O)c(Sc3ncn[nH]3)c2)cc1C	16	-11	2.5	-1	5	3	1.1	4	2
CCOC(=O)Cn1cc(/C=N/NC(=O)c2ccc(C#N)cc2F)c2ccccc21	-4	-1	0.2	-5	10	-3	1.4	-1	-2
CCOC(=O)c1cc2occc2n1Cc1c(F)cccc1Cl	-3	8	-0.2	31*	-5	-16	-0.5	2	-1
CC(=C/c1ccccc1)/C=N/NC(=O)c1cc(C)oc1C	-20	-10	-1.3	37*	-5	x	-1.2	0	-1
CCC(C)NC(=O)Cn1c(=O)n(-c2ccc(OC)c(OC)c2)c(=O)c2ccccc21 (stereo not drawn)	-3	-7	0.3	x	9	x	0.6	0	0
CCP(=O)(CC)c1cccc(N)c1	-4	12	-0.2	1	3	0	0.2	1	-6
O=c1oc2ccccc2cc1-c1csc(NN=C2CCCCC2)n1	-12	3	0.9	6	-1	-19	-0.5	-1	0
Cc1cccc(NC(=O)c2ccc(COc3cccc4ccccc34)o2)n1	0	10	-0.4	15	2	-25	-0.4	7	1
O=C(Nc1nnc(-c2ccc3c(c2)CCCC3)o1)c1c(F)cccc1F	5	3	-2.5	-13	6	-5	-0.5	1	4

Part of the list above in order of heavy-atom count, highest first:
SMILES	D2 PAM	D1 antagonist	D2 ag	D2 antagonist	TRHR enhancer	RXFP1 antagonist	TRHR ag	D1 ag	D1 potentiator
Cc1ccccc1CN1C(=O)c2ccccc2S(=O)c2ccc(C(=O)NCCCN3CCOCC3)cc21 (stereo not drawn)	0	-2	-0.7	-2	5	-6	-0.3	6	-3
Cc1ccc(C(=O)OCC(=O)N(CC(C)C)c2c(N)n(Cc3ccccc3)c(=O)[nH]c2=O)o1	x	5	x	x	-3	4	0.5	2	-2
CCn1cc(C(=O)NC2CCC(C)CC2)c(=O)c2cc(S(=O)(=O)N3CCCCC3)ccc21 (stereo not drawn)	2	0	0.6	-4	4	x	0.0	1	-4
CCCCCn1c(N2CCN(c3cccc(Cl)c3)CC2)nc2c1c(=O)[nH]c(=O)n2C	5	2	-1.2	9	-1	-20	-0.3	2	-2
CCOC(=O)Cn1cc(/C=N/NC(=O)c2ccc(C#N)cc2F)c2ccccc21	-4	-1	0.2	-5	10	-3	1.4	-1	-2
O=C(Nc1cc(-c2nc3ccccc3s2)ccc1Cl)c1cc2ccccc2o1	3	15	-2.5	x	3	x	-0.5	2	0
Cc1cccc(NC(=O)c2ccc(COc3cccc4ccccc34)o2)n1	0	10	-0.4	15	2	-25	-0.4	7	1
C=C(C)CSc1nc2sc3c(c2c(=O)n1-c1ccccc1)CCN(C)C3	4	1	0.7	-2	-2	10	0.7	2	-3
COc1ccc(C2=NS(=O)(=O)N(C)C(C(=O)N3CCOCC3)=C2)cc1	-4	-4	0.2	8	17	4	0.7	0	-2
Nc1cccc(-c2csc(-n3ncc(C(=O)O)c3C(F)(F)F)n2)c1	8	8	-3.0	5	0	-1	0.3	2	-3
CCOC(=O)c1cc2occc2n1Cc1c(F)cccc1Cl	-3	8	-0.2	31*	-5	-16	-0.5	2	-1
Cc1nnsc1C(=O)N1CCN(c2ccc(F)cc2)CC1	4	-10	0.0	17	-4	1	0.3	1	-17
CCn1c(CCc2ccccc2)nnc1SCC(N)=O	13	6	0.1	-20	-2	8	0.2	3	-1
CCP(=O)(CC)c1cccc(N)c1	-4	12	-0.2	1	3	0	0.2	1	-6

Record cards, from the list above. Screens in order: D2 PAM | D1 antagonist | D2 ag | D2 antagonist | TRHR enhancer | RXFP1 antagonist | TRHR ag | D1 ag | D1 potentiator
O=c1oc2ccccc2cc1-c1csc(NN=C2CCCCC2)n1 across the screens: -12 | 3 | 0.9 | 6 | -1 | -19 | -0.5 | -1 | 0
CCCCCn1c(N2CCN(c3cccc(Cl)c3)CC2)nc2c1c(=O)[nH]c(=O)n2C across the screens: 5 | 2 | -1.2 | 9 | -1 | -20 | -0.3 | 2 | -2
